# Screens as filed in PubChem BioAssay.
# Nrf2 ARE act: activates Nrf2 signaling. AREc32 ARE-luciferase reporter (MCF7-derived line), luminescence, 24 h. Potency, µM (series often up to 46.1 µM), for inactives: at the highest dose activation, most hits filed as activators. 410,000 tested, 0.31% active; further: potency means the concentration at half of the fitted maximal effect; % of control where 0% means no effect; nearly all actives have a fitted effect of over 65% in size
#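 Nrf2 activation is followed as ARE-luciferase induction in the AREc32 line after one day of compound treatment; luminescence is read with Steady-Glo.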
# S2 tox: reduces viability in counter-screen for ATXN expression inhibitors. S2 cells (HEK-293 line with an ATXN2-luciferase reporter) viability, CellTiter-Fluor protease fluorescence, 24 h. Potency, µM (titrated, usually from 56.7 µM), hits mostly cytotoxic. 400,000 tested, 0.49% active. AID 651635; further: potency means the concentration at half of the fitted maximal effect; nearly all actives have a fitted effect of over 40% in size
# Nrf2 inh: inhibitors of Nrf2 signaling | A549 ARE-Fluc reporter, luciferase luminescence, 18-24 h | Potency, µM (doses to about 46 µM), for the others: at the highest dose activity change, negative = inhibition, actives largely listed as inhibitors | 360,000 tested, 2.1% active | AID 504444; further: potency means the concentration at half of the fitted maximal effect; on the % scale 0 is the no-effect control and ±100 the full control effect; nearly all actives have a fitted effect of over 60% in size
#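 Nrf2 function is reported as luminescence of an ARE-controlled luciferase in A549 cells. Compounds were tested at several concentrations, and a CellTiter-Fluor read on the same wells flagged cytotoxicity.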
# TGFb SMAD3 inh: blocks TGF-b signaling | HepG2 CAGA-GFP TGF-b/SMAD3 reporter, GFP fluorescence, 18 h; TGF-beta stimulated, 500 pg/mL final | Potency, µM (highest dose often 46.1 µM), for inactives: at the highest dose activity, negative = inhibition, usual class: inhibitors | 410,000 tested, 1.2% active | AID 588855; further: potency means the concentration at half of the fitted maximal effect; on the % scale 0 is the no-effect control and ±100 the full control effect; nearly all actives have a fitted effect of over 65% in size
#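 HEPG2 CAGA-GFP cells (1000/well, DMEM with 1% FBS) were pre-incubated 2 h at 37 degrees C, given compound by pin tool, then stimulated with TGF-beta at 500 pg/mL final for 18 h before per-cell GFP fluorescence imaging.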
# ATXN2 expr inh: inhibitors of ATXN2 expression | HEK-293 ATXN2-luciferase reporter, luminescence, 24 h | Potency, µM (doses to about 57 µM), for the others: at the top dose activity change, negative = inhibition, actives largely listed as inhibitors | 360,000 tested, 0.72% active; further: potency means the concentration at half of the fitted maximal effect; on the % scale 0 is the no-effect control and ±100 the full control effect; nearly all actives have a fitted effect of over 55% in size
#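 qHTS (up to 57 uM final) was run with 24 h compound exposure of reporter cells at 37 °C. Each well was multiplexed: SteadyGlo luminescence measured ATXN2-luciferase expression after a fluorogenic Gly-Phe-AFC viability readout (25 uM final).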
# EPAC2 ag: EPAC2 (human) agonism; Q8WZA2; EPAC2 activation, biochemical qHTS; response scale: 100% = 6.5 mM cAMP response; Potency, µM (series often up to 154 µM), without a hit: at the highest dose activation, usual class: activators; 360,000 tested, 0.079% active; further: potency means the concentration at half of the fitted maximal effect; nearly all actives have a fitted effect of over 50% in size
# Target sequence (Q8WZA2 whole entry, looked up): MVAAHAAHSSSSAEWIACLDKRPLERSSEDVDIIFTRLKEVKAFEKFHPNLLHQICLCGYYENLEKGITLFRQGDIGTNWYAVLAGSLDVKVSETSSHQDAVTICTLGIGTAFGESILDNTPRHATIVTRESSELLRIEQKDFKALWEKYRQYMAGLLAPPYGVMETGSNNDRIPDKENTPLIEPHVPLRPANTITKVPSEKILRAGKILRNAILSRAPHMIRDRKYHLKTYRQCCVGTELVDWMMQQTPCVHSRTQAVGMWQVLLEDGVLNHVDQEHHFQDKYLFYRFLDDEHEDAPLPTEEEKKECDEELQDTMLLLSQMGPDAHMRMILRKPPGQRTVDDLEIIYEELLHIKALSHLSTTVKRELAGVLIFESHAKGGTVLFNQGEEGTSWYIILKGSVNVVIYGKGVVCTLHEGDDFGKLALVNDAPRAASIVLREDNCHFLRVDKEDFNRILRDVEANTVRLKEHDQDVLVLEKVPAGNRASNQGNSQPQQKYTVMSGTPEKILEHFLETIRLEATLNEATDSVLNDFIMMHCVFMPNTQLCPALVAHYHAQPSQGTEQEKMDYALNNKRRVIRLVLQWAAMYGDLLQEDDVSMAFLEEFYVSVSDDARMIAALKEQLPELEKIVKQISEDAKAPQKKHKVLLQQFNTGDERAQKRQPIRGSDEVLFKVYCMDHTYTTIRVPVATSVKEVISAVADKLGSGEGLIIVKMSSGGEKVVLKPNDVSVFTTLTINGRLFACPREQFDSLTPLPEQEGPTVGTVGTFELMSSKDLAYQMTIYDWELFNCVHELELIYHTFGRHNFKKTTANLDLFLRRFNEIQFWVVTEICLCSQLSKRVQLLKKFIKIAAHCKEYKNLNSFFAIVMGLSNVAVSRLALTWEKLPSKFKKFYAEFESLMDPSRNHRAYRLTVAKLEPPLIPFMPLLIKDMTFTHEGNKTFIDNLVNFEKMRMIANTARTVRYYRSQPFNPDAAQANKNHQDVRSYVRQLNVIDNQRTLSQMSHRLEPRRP
#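 Each well held 100 nM EPAC2, 250 nM RAP1B-BODIPY-GDP and 50 uM GDP. Fluorescence, read at 5-min intervals to 30 min, was referenced to a 6.5 mM cAMP positive control.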
# IL-2 act: activates IL-2 in a cell-based reporter assay | IL-2 activation reporter assay, cell-based qHTS; stimulated with anti-CD3/CD4/CD28 beads; in transgenic mouse T cells | activation, % (series mostly up to about 46 µM) | 360,000 tested, 0.065% active | AID 652025; in the data active means activation above about 50%; inconclusive means mostly about 30% to 49%; further: 0% is about no effect
#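 Unstimulated transgenic mouse T cells; 60-min compound exposure; bead-based TCR/CD4/CD28 stimulation; 18 h culture, 37 degrees C; dual fluorescence (EGFP, DsRed) plate cytometry.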
# A549 tox: A549 cytotoxicity, counter-screen for Nrf2 inhibitors | Potency, µM (doses to about 46 µM), for inactives: at the highest dose activity change, negative = cytotoxicity, most hits filed as inhibitors | A549 ARE-Fluc cells, CellTiter-Fluor viability, 18-24 h | 390,000 tested, 0.16% active; further: potency means the concentration at half of the fitted maximal effect; on the % scale 0 is the no-effect control and ±100 the full control effect
#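 A549 ARE_Fluc cells in 5% FBS OPTI-MEM were exposed to compounds in concentration-response for 18-24 h at 37 deg C. Viability was read by CellTiter-Fluor fluorescence (Ex 405/Em 525) after 30 min, before the luciferase read.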
# HepG2 viability: counter-screen for TGF-b inhibitors: cytotoxicity in HepG2 cells. HepG2 CAGA-GFP viability, ATP luminescence, 18 h. Potency, µM (highest dose often 46.1 µM), without a hit: at the highest dose activity change, negative = cytotoxicity, actives largely listed as cytotoxic. 410,000 tested, 0.76% active. AID 588856; further: potency means the concentration at half of the fitted maximal effect; some results filed as inactive show a strong effect at the top dose
#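 CellTiter-Glo luminescence gave cytotoxicity after 18 hours at 37 degrees C. The cells were HepG2 CAGA-GFP in 1% FBS DMEM, stimulated with 500 pg/mL TGF-beta after compound addition. %Activity was normalised to no-cell wells (complete cell-killing) and DMSO (no toxicity), and curves were fitted and classified.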
# Active calls of the source: *; i = inactive; ? = inconclusive; . = no result given; & = joins results of further samples; [ ] = another dose, or the depositor's remark. Unless noted, the call rests on the fitted dose curve; in most records, active means well fitted curve in the direction sought with a large enough effect; inconclusive means small, poorly fitted or top-dose-only effect, or another doubt; inactive means no such curve, though single readings can be large; an effect the other way counts as inactive or inconclusive.
SMILES,Nrf2 ARE act,S2 tox,Nrf2 inh,TGFb SMAD3 inh,ATXN2 expr inh,EPAC2 ag,IL-2 act,A549 tox,HepG2 viability
COc1cc(NC(=O)C2=COCCO2)c(OC)cc1Cl,3.1%,i,-2%,-7%,-8%,6%,1.0,3%,1%
Cc1nc(N/N=C/c2cccc([N+](=O)[O-])c2)cc(N2CCCCC2)n1,6.8%,.,.,-1%,.,-2%,-4.5,.,6%
COCOCCn1cc(CN2CCS(=O)(=O)N(Cc3ccc(-c4ccc(OC)nc4)cc3)C(C)C2=O)nn1 (centres undefined),-0.7%,i,.,-2%,-5%,-8%,0.0,.,-6%
Cc1ccc(-c2n[nH]c3c2C(c2ccccc2Cl)N(c2ccc(C(=O)O)cc2)C3=O)cc1 (centres undefined),5.0%,?,-1%,?,?,.,.,-1%,4%
Cc1nc(-c2ccccc2OC(F)(F)F)[nH]c(=O)c1Cl,-0.3%,i,-6%,8%,-5%,5%,-0.5,-1%,13%
O=C(c1ccccc1)N(CCN1CCOCC1)C1(C(=O)Nc2ccccc2)CCCCC1,-0.8%,i,4%,11%,6%,10%,0.2,7%,6%
O=C(NCc1ccccc1)c1cccc(NC(=O)c2ccco2)c1,8.2%,i,?,-2%,-12%,0%,0.7,-5%,5%
O=C(NCC(F)(F)F)c1ccc(S(=O)(=O)N2CCN(C(=O)C3CCCO3)CC2)cc1 (centres undefined),0.3%,i,3%,24%,.,12%,-0.2,-1%,0%
CSC(=S)N/N=C(\C)c1ccc(Br)cc1,?,i,17%,-10%,2%,19%,0.6,2%,-19%
CN(C(=O)CC(NC(=O)c1ccccc1)(c1ccccc1)c1ccccc1)c1ccccc1,-0.7%,i,-27%,?,-11%,-5%,-0.7,-3%,3%
COc1ccccc1CCNC(=O)C(=O)NCC1OCCN1S(=O)(=O)c1ccc(F)cc1 (centres undefined),-0.7%,i,-16%,26%,-3%,0%,-0.7,0%,4%
CC(=O)OCCNc1cc(SCc2ccco2)c2nonc2c1[N+](=O)[O-],19%,?,6%,?,?,4%,-0.5,-11%,-58%
FC(F)(F)c1nnc2c(Sc3ccccc3)nc3ccccc3n12,?,i,?,?,0%,-8%,1.4,.,-42%
COc1ccccc1Oc1c(C)oc2c(CN3CCOCC3)c(O)ccc2c1=O,0.1%,i,6%,0%,0%,-5%,3.1,-2%,-7%
CCOC(=O)c1sc(NC(=O)c2ccc(S(=O)(=O)N(C)C)cc2)cc1C,-0.9%,.,?,-5%,.,8%,-0.6,-16%,-40%

# Reprinted at random: 2 records from the list
SMILES,Nrf2 ARE act,S2 tox,Nrf2 inh,TGFb SMAD3 inh,ATXN2 expr inh,EPAC2 ag,IL-2 act,A549 tox,HepG2 viability
O=C(NCc1ccccc1)c1cccc(NC(=O)c2ccco2)c1,8.2%,i,?,-2%,-12%,0%,0.7,-5%,5%
CSC(=S)N/N=C(\C)c1ccc(Br)cc1,?,i,17%,-10%,2%,19%,0.6,2%,-19%

# Other entries
SMILES,Nrf2 ARE act,S2 tox,Nrf2 inh,TGFb SMAD3 inh,ATXN2 expr inh,EPAC2 ag,IL-2 act,A549 tox,HepG2 viability
Cc1cccc(C)c1-n1c(C)cc(/C=C2\NC(=O)NC2=O)c1C,0.7%,i,10%,18%,5%,1%,-3.9,-8%,-15%
CCOC(=O)c1ccc(-c2ccc(/C=C(\C#N)c3nc4ccc(C)cc4[nH]3)o2)cc1,16%,.,?,.,.,.,.,0%,3.2µM*
Cc1nc2ccc(NS(=O)(=O)c3ccc(Br)cc3)cc2s1,6.4%,i,15µM*,-26%,.,15%,-0.5,0%,-13%
Cc1nn(C)c(C(=O)N2CCc3ccccc32)c1Cl,0.4%,i,3%,?,1%,4%,-1.9,-6%,-1%
CC(C(=O)N(C)c1ccccc1)N1CCN(C(=O)c2ccccc2)CC1 (centres undefined),-0.6%,i,?,22%,-4%,6%,0.9,6%,-22%
CC(C)NC(=O)C(=O)NCCN1CCN(S(=O)(=O)c2ccc(Cl)cc2)CC1,-1.4%,i,11%,3%,-2%,2%,0.1,-4%,-4%
C=CCN([C@@H](CC(C)C)C(=O)OC)S(=O)(=O)N(CC=C)[C@@H](CC(C)C)C(=O)OC,0.2%,i,9%,?,1%,-9%,-0.9,-4%,-33%&-12%
CCCc1cc(=O)oc2cc(OCC(=O)N3CCc4ccccc43)ccc12,-0.3%,i,6%,-4%,-6%,5%,-0.2,0%,-12%
COC(=O)c1cc(Br)c(=O)n(Cc2ccncc2)c1,-0.1%,i,10%,7%,3%,-84%[inhibitor][15.6 µM],1.5,-9%,14%
Cc1ccc(-n2c(SCc3ccccc3F)nc3[nH]ncc3c2=O)cc1Cl,-2.3%,35µM*,.,?,?,.,.,?,-97%
O=C(COCc1cc(-c2ccc(F)cc2)on1)Nc1cc(Cl)cc(Cl)c1,-0.1%,.,-6%,24%,.,.,.,0%,-1%
COCC(=O)N/N=C/c1ccc(Sc2nc3ccccc3s2)o1,5.3%,i,10%,13%,-11%,-2%,-0.9,0%,-8%
COc1ccc(C2N(C(=O)c3ccccc3)CCN2C(=O)c2ccc(C)cc2)cc1 (centres undefined),-0.5%,i,9%,-14%,-4%,7%,0.3,4%,-16%
Nc1ccc(-c2ccc(N)c(C(=O)O)c2)cc1C(=O)O,-1.1%,i,0%,23%,-4%,8%,1.2,1%,17%
COCCN(Cc1ccco1)C(=O)c1cc2c(=O)[nH]c3ccc(C)cc3c2s1,0.0%,i,?,8%,-7%,.,.,-7%,6%
Cc1cc(C(=O)N/N=C/c2ccc(O)c([N+](=O)[O-])c2)n[nH]1,-0.5%,i,-14%,0%,-7%,2%,0.5,?,-3%
O=C1OC(c2ccc(F)cc2)=C/C1=C\c1ccc(O)cc1,0.9%,i,2%,1%,.,0%,2.3,0%,-1%
O=C(NCCCO)C(=O)NCCc1ccc(Cl)cc1,-0.5%,i,-8%,18%,-4%,1%,-0.9,-10%,36%
O=C(NCc1ccco1)c1ccccc1-c1ccc(C(F)(F)F)cc1,5.3%,i,-4%,6%,1%,-13%,-0.8,-2%,-24%
CCC(=O)N1CCc2cc(CNC(=O)Nc3ccc(OC)cc3OC)ccc21,1.9%,i,.,13%,-1%,.,.,18%,-2%
COc1ccc(CN2CCS(=O)(=O)CC2)cc1OC,2.6%,i,26%,3%,-2%,-5%,1.7,-2%,-5%
Cc1c(NC(=O)C(C)Sc2ccccc2)c(=O)n(-c2ccccc2)n1C (centres undefined),0.2%,i,.,-1%,0%,5%,-2.0,-2%,-4%
Cc1ccc(NC(=O)COc2ccccc2C(=O)NCc2ccccc2)cc1,4.8%,i,-2%,6%,-6%,-2%,-0.1,4%,-21%
COc1ccc(C(=O)NC(C)c2ccc(-n3ccnc3)cc2)cc1[N+](=O)[O-] (centres undefined),0.1%,i,-23%,5%,1%,-2%,2.3,-4%,-2%
CCOCC(=O)Nc1cc(C(=O)Nc2cccc(C)c2C)ccc1Cl,-0.1%,i,8%,-5%,9%,10%,2.0,-3%,-3%
COc1ccc(Nc2nnc(-n3nc(C)cc3C)c3ccccc23)cc1,-0.3%,i,-7%,-16%,4%,.,.,1%,-1%
COc1ccc(C(CCN2CCCCC2)c2c(O)cc(OC)cc2OC)cc1 (centres undefined),2.4%,i,17%&19%,-2%&13%,8%,4%,-0.5,-17%&-2%,-11%&-5%
CCC(=O)n1nc(-c2ccccc2)nc1NCc1ccccc1,0.0%,i,7%,-12%,42%[activator],2%,2.7,-13%,8%
C[C@@]12C(=O)N(c3ccc(Br)cc3)C(=O)N1[C@@H]1c3ccccc3OC[C@@H]1[C@H]2c1ccccc1,0.5%,i,-7%,-2%,3%,9%,0.3,-3%,-2%
O=C(O)C1CC=CCC1C(=O)Nc1ccc(Oc2ccc(Cl)cc2)cc1 (centres undefined),0.4%,i,-11%,-3%,-9%,4%,-0.2,3%,-1%
Cc1ccc(NC(=O)C(C)N2C(=O)C3CC=C(Cl)CC3C2=O)cc1 (centres undefined),-0.5%,i,.,9%,-11%,4%,-0.8,1%,-9%
CN1CCN(C(=O)Cn2c(C(F)(F)F)nc3ccccc32)CC1,-0.4%,i,1%,13%,1%,12%,-0.5,0%,3%
Cc1cccc(C(=O)NC2=NC(c3ccc(Cl)cc3)CC(=O)N2)c1 (centres undefined),27%,.,-27%,?,.,.,.,0%,-33%
O=C(CNC(=O)c1ccc([N+](=O)[O-])cc1)N/N=C/c1c[nH]c2ccccc12,-0.4%,i,6%,-3%,-1%,7%,-1.7,-2%,2%
Cc1cccc(C)c1OCC(=O)Nc1ccc(N2CCOCC2)cc1,2.1%,i,10%,-14%,.,-4%,-1.3,3%,-23%
CCN(CC)S(=O)(=O)c1cccc(C(=O)Nc2cc(C)nn2-c2ccccc2)c1,-0.8%,i,-10%,14%,-16%,10%,-0.3,-4%,-8%
Cc1ccc(SCC(=O)OCc2csc(CC(=O)Nc3ccccc3C)n2)cc1C,-1.0%,i,11%,5%,-7%,18%,3.7,2%,2%
Cc1ccc2[nH]c(=O)c(C3=NN(C(=O)CCC(=O)O)C(c4cccs4)C3)c(-c3ccccc3)c2c1 (centres undefined),-0.4%,i,3%,2%,5%,6%,-3.8,0%,9%

# Already shown: an excerpt of the list.
SMILES,Nrf2 ARE act,S2 tox,Nrf2 inh,TGFb SMAD3 inh,ATXN2 expr inh,EPAC2 ag,IL-2 act,A549 tox,HepG2 viability
CN1CCN(C(=O)Cn2c(C(F)(F)F)nc3ccccc32)CC1,-0.4%,i,1%,13%,1%,12%,-0.5,0%,3%
Cc1cccc(C(=O)NC2=NC(c3ccc(Cl)cc3)CC(=O)N2)c1 (centres undefined),27%,.,-27%,?,.,.,.,0%,-33%
O=C(CNC(=O)c1ccc([N+](=O)[O-])cc1)N/N=C/c1c[nH]c2ccccc12,-0.4%,i,6%,-3%,-1%,7%,-1.7,-2%,2%
